# VEEV TC-83 Vero = inhibitors of VEEV TC-83 cytopathic effect, confirmation, Vero cells (AID 588727). Vero cells, VEEV TC-83 cytopathic effect inhibition; higher % means a stronger effect. inhibition, % at 20 µM; hits with a dose series show IC50 in µM. 350,000 tested, 0.13% active; in the data active = a potency from the dose series; also: strong numbers were not always called active
# * marks the source's active call; other numbers are inactive results; i = inactive.
SMILES,VEEV TC-83 Vero
CNC(=O)C[C@H]1C(=O)N(Cc2ccccc2)C[C@@H]1Cc1ccccc1,i
Cn1cccc1C(=O)OCC(=O)N1CCc2ccccc2C1,0.7%
CC(=O)Nc1ccc(C=CC(=O)c2ccc([N+](=O)[O-])cc2)cc1,1.3%
O=C(CSc1nnc(C2CC2)n1C1CC1)N1CCN(c2ccc(O)cc2)CC1,1.4%
O=C1NN(c2ccccc2)C(=O)C1=Cc1ccccc1O,0.7%
C[C@H]1CN([C@@H](C)CO)C(=O)CCCn2cc(nn2)CO[C@@H]1CN(C)S(=O)(=O)c1ccc2c(c1)OCCCO2,0.0%
COc1cc(NC(=O)CCn2c(=S)[nH]c3ccccc3c2=O)cc(OC)c1OC,0.5%
CCOc1ccc2ccccc2c1CNCCCN1CCOCC1,0.0%
CCOC(=O)/C(=C(/C)N)C1CC(=O)NC1=O (centres undefined),i
CC1(C)CN(c2ccccc2)C(=O)[C@H]1CC(=O)Nc1ccccc1,0.2%
Cc1ccc(S(=O)(=O)N2C[C@H]3n4c(=O)ccc(=O)n4C[C@H](OC(=O)NCc4ccccc4F)[C@@]3(O)C2)cc1,6.5%
Cc1ccc(S(=O)(=O)N2CCC(=O)c3ccccc32)cc1,i
O=C(Cn1ccnc1[N+](=O)[O-])N(CCO)CCO,i
COc1cccc(N2CCN(C(=O)c3ccc(Cl)c(S(=O)(=O)N4CCCCCC4)c3)CC2)c1,1.2%
O=C(CNC(=O)N1CC(=O)Nc2ccccc21)NCCCc1ccccc1,1.4%
C[C@H](CO)N1C[C@H](C)[C@@H](CN(C)S(=O)(=O)c2ccc(C#N)cc2)OCc2cnnn2CCCC1=O,0.8%
C=C(C)c1cccc(C(C)(C)NC(=O)N2CCN(C(=O)OCC)CC2)c1,0.8%
O=C(OCC(=O)c1c[nH]c2ccccc12)c1ccc(OC(F)F)cc1,i
COCC(=O)Nc1ccc2c(c1)[C@@H]1C[C@H](CC(=O)OC)O[C@@H](CO)[C@@H]1O2,1.5%
C[C@H](CO)N1C[C@H](C)[C@@H](CN(C)Cc2ccc(Cl)c(Cl)c2)OCCCC[C@H](C)Oc2ccc(NC(=O)CCC(F)(F)F)cc2C1=O,0.1%
Cc1ccc(NC(=O)c2sc3ncn(CC(=O)N4CCN(c5ccccn5)CC4)c(=O)c3c2C)cc1,2.1%
CS(=O)(=O)c1ccc(C2=C(CNC(=O)c3ccc([N+](=O)[O-])cc3)[C@H]3CC[C@@H](C2)N3CCOc2ccccc2)cc1,2.7%
COC(=O)C(c1ccccc1)C(CC(=O)c1ccccc1)c1ccccc1 (centres undefined),3.3%
Cc1ccc(OCC(=O)Nc2ccc(S(=O)(=O)NC3=NCCCCC3)cc2)cc1,2.0%
O=C(O)c1ccc(CNC(=O)C2CCN(S(=O)(=O)c3cccs3)CC2)cc1,1.0%
C[C@@H]1CN([C@H](C)CO)C(=O)c2c(c3ccccc3n2C)-c2ccccc2CO[C@H]1CN(C)Cc1ccccc1,i
CN(C(=O)Nc1ccc(F)cc1)[C@H]1C[C@H]2c3[nH]c4ccccc4c3CCN2C(=O)[C@H]1CO,0.4%
CCn1c(O)c(N=NC(=O)CNC(=O)c2cccnc2)c2ccccc21,1.5%
CC(C)NC(=O)C1CCN(Cc2cccc(OCc3ccccc3)c2)CC1,i
CSC[C@H]1CN(c2ccccc2)C(=O)[C@@H]1CC(=O)Nc1ccccc1,0.7%
C=CCn1c(SCC(=O)N2CCC(C)CC2)nc2c([nH]c3ccccc32)c1=O,0.3%
CC(=O)c1ccc(Cc2ccc(C(C)=O)s2)s1,1.8%
COc1cc(C(=O)N(C(C)C)C2CCCCC2)cc(OC)c1OC,i
CCCCCCN1C[C@H](n2cc(COC(=O)c3ccccc3)nn2)[C@@H](O)C[C@@H]1c1ccc(Cl)cc1,i
C[C@@H]1CN([C@@H](C)CO)S(=O)(=O)c2ccc(C#Cc3cccc(F)c3)cc2O[C@@H]1CN(C)CC1CC1,4.9%
CCCCCCN1C[C@@H](n2cc(COC(=O)c3ccccc3)nn2)[C@H](O)C[C@@H]1c1ccc(OC)cc1,1.7%
COc1ccc2c(=O)c3c(=O)n(CCc4ccccc4)c(C)nc3oc2c1,1.2%
O=C1[C@H]2[C@@H](c3ccccc3)N[C@]3(CCCN(Cc4ccc(Br)cc4)C3=O)[C@H]2C(=O)N1Cc1ccccc1,52.3%
CC(NC(=O)C(=O)c1cn(CC(=O)N2CCCC2)c2ccccc12)c1ccccc1 (centres undefined),2.0%
C[C@@H]1CN([C@H](C)CO)C(=O)c2c(c3ccccc3n2C)-c2ccccc2CO[C@@H]1CN(C)C(=O)Nc1ccc2c(c1)OCO2,1.2%
CCOc1cc(N2CCOCC2)c(OCC)cc1NC(=O)c1ccccc1N1CCCC1=O,2.5%
CCCCCCNC(=O)O[C@H]1Cn2c(=O)n(CCCCCC)c(=O)n2[C@@H]2CN(S(=O)(=O)c3ccc(C)cc3)C[C@]12O,3.2%
COc1ccc(-c2n[nH]nc2C2=CC(=O)CC(C)(C)C2)cc1,2.4%
Cc1cc(C)cc(OCC(=O)NNC(=O)CC(C)c2ccccc2)c1 (centres undefined),i
Cc1cccc(C(C)C)c1NC(=O)COC(=O)CCC(=O)N(CC(C)C)c1c(N)n(CC(C)C)c(=O)[nH]c1=O,2.6%

# Reformatted: results already given.
CCOc1ccc2ccccc2c1CNCCCN1CCOCC1
  VEEV TC-83 Vero = 0.0%

CCOC(=O)/C(=C(/C)N)C1CC(=O)NC1=O (centres undefined)
  VEEV TC-83 Vero = i

# Later entries
SMILES,VEEV TC-83 Vero
Cc1ncoc1C(=O)NCC1=C(c2ccc3ccccc3c2)C[C@@H]2CC[C@H]1N2Cc1ccco1,0.4%
S=C(Nc1ccccc1)Nc1ccccc1-n1cccc1,1.1%
CCCCN1C(=O)C(CC(=O)NC2CC2)CC(C(=O)N(CC)CC)=C1C (centres undefined),0.2%
C[C@H]1CN([C@@H](C)CO)S(=O)(=O)c2ccc(Br)cc2O[C@@H]1CN(C)C(=O)Nc1ccc2c(c1)OCO2,8.8%
CN1OC[C@@H]2CN(S(=O)(=O)c3cccc(C(F)(F)F)c3)[C@H](c3ccc(-c4cc5ccccc5o4)cc3)C[C@@H]21,3.0%
C[C@@H]1Cn2cnc(C(=O)Nc3ccc(CNC(=O)OC(C)(C)C)cc3)c2C(=O)N1,3.9%
COC(=O)C1=C(c2ccc(OCc3ccccc3)cc2)C[C@@H]2CC[C@H]1N2C(=O)NCc1ccc(F)cc1,1.2%
O=C(OCc1cn([C@@H]2CN(CC3CCCCC3)[C@@H](c3ccc(Cl)cc3)C[C@H]2O)nn1)c1ccccc1,1.1%
CCC(=NNS(=O)(=O)c1ccc(C)cc1)c1ccccc1,5.7%
COc1ccc(CN2CCN(C(=O)Cc3ccccc3)CC2)cc1OC,0.3%
C[C@H]1CN([C@@H](C)CO)C(=O)CCCn2cc(nn2)CO[C@@H]1CN(C)C(=O)c1ccncc1,i
O=C1NC(=O)C2(N1)C(=O)c1cccc3cccc2c13 (centres undefined),1.7%
COC(=O)c1ccc(NC(=O)CN2CCC(NC(=O)c3ccccc3F)CC2)cc1,i
COC(=O)C1(C(=O)OC)C2C(=O)C3C(C21)C3(C(=O)OC(C)(C)C)C(=O)OC(C)(C)C (centres undefined),0.2%
CCCCCC(=O)N1C[C@H](n2cc(-c3ccc(F)cc3)nn2)[C@@H](O)C[C@@H]1c1ccc(C)cc1,3.5%
O=C1CCC(C(=O)N(CCO)Cc2ccccc2)CN1CCc1cccc(F)c1 (centres undefined),0.6%
CCCCCCn1c(=O)n2n(c1=O)[C@@H]1CN(S(=O)(=O)c3ccc(C)cc3)C[C@]1(O)[C@@H](OC(=O)NC1CC1)C2,0.5%
Cc1[nH]c(C)c2c(=O)n(Cc3ccccc3Cl)ncc12,1.3%
C[C@@H]1CN([C@H](C)CO)C(=O)CCCn2nncc2CO[C@H]1CN(C)Cc1cccnc1,1.4%
O=C(NCc1nnnn1-c1ccc(F)cc1)c1ccc(S(=O)(=O)N2CCOCC2)cc1,i
NC(=O)C1(N2CCCCC2)CCN(C(=O)c2cc(COc3c(F)cccc3F)on2)CC1,1.9%
CCCCCCN1C[C@@H](n2cc(C3CC3)nn2)[C@H](O)C[C@@H]1c1ccccc1,i
COc1ccc(S(=O)(=O)N(C)C[C@H]2Oc3cc(Br)ccc3S(=O)(=O)N([C@H](C)CO)C[C@H]2C)cc1,4.2%
Cc1ccc(C)c(C(=O)COC(=O)c2cc(S(=O)(=O)N3CCOCC3)ccc2F)c1,3.1%
CCCCCCN1C[C@H](O)[C@@H](n2cc(C3CC3)nn2)C[C@@H]1c1ccc(OC)cc1,i
Cc1ccc(C(=O)N2CCCc3ccccc32)c(Cl)c1,i
Cc1ccc(S(=O)(=O)N(C)C[C@H]2OCCCC[C@H](C)Oc3ccc(NC(=O)Nc4cccc5ccccc45)cc3C(=O)N([C@@H](C)CO)C[C@H]2C)cc1,i
C[C@H]1CN([C@@H](C)CO)C(=O)CCCn2nncc2CO[C@@H]1CN(C)Cc1ccccc1C(F)(F)F,i
Cc1ccc(C(=O)C=CC=Cc2ccccc2)cc1,i
C[C@@H]1CN([C@@H](C)CO)C(=O)c2cc(Br)cnc2O[C@H]1CN(C)C(=O)Nc1ccccc1,2.8%

# Exported tab-delimited: part of the list above.
mol	VEEV TC-83 Vero
CCCCCCn1c(=O)n2n(c1=O)[C@@H]1CN(S(=O)(=O)c3ccc(C)cc3)C[C@]1(O)[C@@H](OC(=O)NC1CC1)C2	0.5%
Cc1[nH]c(C)c2c(=O)n(Cc3ccccc3Cl)ncc12	1.3%

# Back to the main list, repeating the two entries before the break.
SMILES,VEEV TC-83 Vero
Cc1ccc(C(=O)C=CC=Cc2ccccc2)cc1,i
C[C@@H]1CN([C@@H](C)CO)C(=O)c2cc(Br)cnc2O[C@H]1CN(C)C(=O)Nc1ccccc1,2.8%
CN(C(=O)c1cc(-c2cccs2)nn1-c1ccccc1)C1CCS(=O)(=O)C1 (centres undefined),0.7%
COc1cc(C(C)=O)ccc1OCC(=O)NCc1ccccc1CN1CCCC1,0.3%
COc1cccc(CN(C)C(=O)c2cccc(S(=O)(=O)N3CCN(c4ccccc4)CC3)c2)c1,1.8%
CC(C)OC(=O)N(C)C[C@@H]1OCc2cnnn2CCCC(=O)N([C@@H](C)CO)C[C@H]1C,1.5%
CC12CCC3c4ccccc4CCC3(CO1)C2 (centres undefined),i
C[C@@H]1CN([C@@H](C)CO)S(=O)(=O)c2ccc(-c3ccccc3)cc2O[C@@H]1CN(C)Cc1ccccc1C(=O)O,1.5%
COc1ccc(CCNC(=O)c2ccc(CS(=O)(=O)Cc3ccc(C)cc3)o2)cc1OC,1.7%
COc1ccc(OC(=O)N(C)C[C@@H]2OCc3cnnn3CCCC(=O)N([C@H](C)CO)C[C@H]2C)cc1,i
CC(C)C1C(=O)N(Cc2cn(CC3CCCCC3)nn2)CCS(=O)(=O)N1Cc1ccc(-c2ccc(F)cc2)cc1 (centres undefined),0.9%
Cc1ccc([C@H]2C[C@H](n3cc(C4CC4)nn3)[C@@H](O)CN2C(=O)c2cccs2)cc1,i
CCN(CC)CCNc1cccc2sc3ccccc3c(=O)c12,i
CCCS(=O)(=O)c1nc(S(=O)(=O)c2ccc(C)cc2)c(N2CCCCC2)s1,1.3%
Cc1ccc(S(=O)(=O)N=N/C=C2\C=CC=CN2O)cc1,i
CN(C)C(CNC(=O)c1cccc(S(=O)(=O)N2CCc3ccccc3C2)c1)c1ccccc1 (centres undefined),i
C[C@@H]1CCCCO[C@@H](CN(C)S(=O)(=O)c2ccc(F)cc2)[C@@H](C)CN([C@H](C)CO)C(=O)c2cc(NC(=O)c3ccccc3)ccc2O1,i

# Reprinted from the part before: 2 entries; new compounds follow.
SMILES,VEEV TC-83 Vero
CN(C)C(CNC(=O)c1cccc(S(=O)(=O)N2CCc3ccccc3C2)c1)c1ccccc1 (centres undefined),i
C[C@@H]1CCCCO[C@@H](CN(C)S(=O)(=O)c2ccc(F)cc2)[C@@H](C)CN([C@H](C)CO)C(=O)c2cc(NC(=O)c3ccccc3)ccc2O1,i
CCN(CC)CCNc1c(C)cc(CO)c(Cl)c1C,1.5%
CN(C(=O)C1CC1)c1ccccc1,i
C[C@@H]1CN([C@H](C)CO)C(=O)CCCn2nncc2CO[C@H]1CN(C)S(=O)(=O)c1ccc(C#N)cc1,1.8%
CC(C)C#Cc1ccc2c(c1)O[C@@H](CN(C)C(=O)c1cnccn1)[C@@H](C)CN([C@@H](C)CO)S2(=O)=O,0.4%
C[C@@H]1CN([C@H](C)CO)C(=O)c2cc(Br)cnc2O[C@H]1CN(C)C(=O)Cc1ccccc1,2.2%
CCc1ccc(NC(=O)c2ccc3c(c2)CCN3S(C)(=O)=O)cc1,2.2%
CN(C(=O)COc1ccccc1)c1ccc([N+](=O)[O-])cc1,i
COc1ccc(S(=O)(=O)N2CCCCCC2)cc1NC(=O)CCNC(=O)c1ccccc1Cl,1.1%
C[C@@H]1CCCCO[C@@H](CN(C)S(=O)(=O)c2cccs2)[C@@H](C)CN([C@H](C)CO)C(=O)c2cc(NS(=O)(=O)c3ccccc3)ccc2O1,2.6%
O=C(CN1C(=O)NC2(CCc3ccccc32)C1=O)NC1CCCCC1 (centres undefined),0.7%
CC1=C(C(=O)N(C)C)CC(CC(=O)NC2CCCC2)C(=O)N1Cc1ccc(F)cc1 (centres undefined),0.3%

# Only part of the results is shown, so the mix of outcomes need not match the whole.
